Screens deposited in PubChem by several laboratories.
TNF death inh = inhibitors of TNF-alpha triggered necroptosis, primary screen, cell-based, Jurkat FADD-/-, single concentration; Jurkat FADD-/- TNF necroptosis rescue, ATP luminescence, 24 h; 0 = TNF only, 100 = no-TNF cells; 220,000 compounds, 0.068% hits; activation (protection from cell death), % at 10 µM;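 active = activation, meaning protection from cell death, of at least 50% relative to plate controls; inactive = activation below 50%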;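 also: necroptosis triggered by 40 ng/mL TNF-alpha added together with compound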
RBBP9 inhibitor = human RBBP9 inhibitors, primary screen, biochemical, fluorescence polarization, FP-Rh probe, HTS | Serine hydrolase RBBP9 (Homo sapiens), O75884 | AID 1515, 2009 | 220,000 compounds, 0.2% hits | recombinant RBBP9 | inhibition, % at 7.94 µM;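 active = inhibition above the campaign mean of all tested compounds plus 3 SD, cut at about 14% in these data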;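 also: plate controls were DMSO wells with RBBP9 for no effect and wells lacking RBBP9 protein for full effect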
Target sequence (O75884 whole entry, looked up): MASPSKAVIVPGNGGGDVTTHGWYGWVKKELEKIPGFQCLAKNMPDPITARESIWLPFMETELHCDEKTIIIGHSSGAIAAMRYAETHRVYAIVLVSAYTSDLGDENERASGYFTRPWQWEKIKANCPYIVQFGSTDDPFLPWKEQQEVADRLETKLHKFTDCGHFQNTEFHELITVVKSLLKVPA
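Test system – recombinant human RBBP9 · Input – RBBP9 2.5 µM in dispensing solution, pre-mixing · Medium – Tris buffer pH 8.0, NaCl, Pluronic · Schedule – preincubation 30 min plus labeling 45 min at 25 °C · Measured by – fluorescence polarization · Measure – % inhibition · Controls – DMSO and no-protein wells · Replicates – one well per compound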
Runt-SMMHC FRET = inhibitors of RUNX1 Runt–CBFb-SMMHC binding, primary screen, biochemical, FRET, Cerulean-Runt, Venus-CBFb-SMMHC, uHTS; 220,000 compounds, 0.74% hits; inhibition, % at 20 µM; Runt-related transcription factor 1 (Homo sapiens) + Core-binding factor subunit beta …; AID 1434, 2008; Cerulean-Runt/Venus-CBFb-SMMHC FRET ratio 530/480, 1 h;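 active = mean inhibition across duplicate retests at 20 µM reaching about 50%, limit read from the data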;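 also: 0% = DMSO wells and 100% = wells with excess untagged CBFb-SMMHC; inhibitors lower the FRET ratio by blocking Runt binding to CBFb-SMMHC; some results filed as inactive read as strong as hits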
Target sequence (Q01196 whole entry, looked up): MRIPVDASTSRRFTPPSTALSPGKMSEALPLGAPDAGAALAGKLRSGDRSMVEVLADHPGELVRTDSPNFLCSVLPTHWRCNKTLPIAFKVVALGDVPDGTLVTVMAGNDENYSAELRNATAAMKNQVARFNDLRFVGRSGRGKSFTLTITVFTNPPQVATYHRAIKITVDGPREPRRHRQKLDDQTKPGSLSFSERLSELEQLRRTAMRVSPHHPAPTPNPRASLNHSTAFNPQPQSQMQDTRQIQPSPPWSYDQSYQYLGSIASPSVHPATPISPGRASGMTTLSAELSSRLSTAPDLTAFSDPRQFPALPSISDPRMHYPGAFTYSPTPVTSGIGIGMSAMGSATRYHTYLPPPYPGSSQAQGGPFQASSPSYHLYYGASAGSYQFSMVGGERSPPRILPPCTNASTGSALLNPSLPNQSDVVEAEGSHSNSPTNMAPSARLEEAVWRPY
Target sequence (Q13951 whole entry, looked up): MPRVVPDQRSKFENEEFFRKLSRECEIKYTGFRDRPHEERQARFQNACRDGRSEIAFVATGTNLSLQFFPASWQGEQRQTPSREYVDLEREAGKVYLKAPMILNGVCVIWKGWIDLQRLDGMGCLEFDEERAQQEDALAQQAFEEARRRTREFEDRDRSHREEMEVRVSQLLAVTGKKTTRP
L929 necroptosis = inhibitors of zVAD-triggered necroptosis, primary screen, L929 cells; L929 zVAD necroptosis rescue, ATP luminescence, 24 h; with zVAD 60 µM; viability rescue, % at 10 µM; 220,000 compounds, 0.38% hits;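 active = activation, scaled between plate controls, above about 75%, limit read from the data; inactive = activation under that limit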;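 also: 0% = zVAD with DMSO and 100% = DMSO alone without zVAD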
EP2 antag = human EP2 receptor antagonists, primary screen, TR-FRET cAMP, C6 glioma cells | 260,000 compounds, 0.52% hits | C6 glioma cells expressing human EP2; cells stimulated with saturating PGE2 | Prostaglandin E2 receptor EP2 subtype (Homo sapiens), P43116 | inhibition, % at 25 µM | AID 1422, 2008;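 active = percent inhibition above 40 after rounding to a whole number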;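 also: rat C6 glioma host cells with rolipram phosphodiesterase inhibitor present; the protocol text gives 20 µM as final concentration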
EP2 modulator = EP2 receptor modulators, cAMP readout, primary screen, cell-based, HTRF cAMP, PGE2 stimulation; Prostaglandin E2 receptor EP2 subtype (Homo sapiens), P43116; EP2-expressing cells, cAMP HTRF FRET, PGE2 co-stimulation; induction, % at 25 µM; 260,000 compounds, 0.83% hits;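 active = compounds whose cAMP rise, as percent of the full-agonist control response, exceeds 60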;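 also: rat C6 glioma line stably carrying human EP2 under a CMV promoter; the protocol text gives 20 µM as final concentration; 100% = response of wells given 1 µM PGE2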
PERK inh = block of dimerizer-induced PERK translation repression, primary screen, PERK inhibitor project, CHO PERK-DD cells, SEAP luminescence, HTS; 220,000 compounds, 0.17% hits; Eukaryotic translation initiation factor 2-alpha kinase 3 (Homo sapiens), Q9NZJ5; CHO PERK-DD fusion, SEAP luminescence translation reporter; AID 1416, 2008; inhibition, % at 5.6 µM;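 active = inhibition above the mean inhibition of all tested compounds plus 3 SD, set separately per screening campaign, cut at about 2.9% in these data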;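 also: PERK kinase domain activated by AP20187 dimerizer at 100 nM; 0% = DMSO with dimerizer and 100% = rapamycin at 8.4 µM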
Runt-CBFb FRET = inhibitors of RUNX1 Runt–CBFb binding, primary screen, biochemical, FRET, Cerulean-Runt, Venus-CBFb, uHTS | Runt-related transcription factor 1 (Homo sapiens) + Core-binding factor subunit beta … | Cerulean-Runt/Venus-CBFb FRET ratio 530/480, 1 h | inhibition, % at 20 µM | 220,000 compounds, 0.46% hits;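 active = inhibition over about 50% at 20 µM in the single-dose screen, limit read from the data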;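 also: 0% = DMSO wells and 100% = excess unlabeled CBFb competitor control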
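Doses: 20 µM compound in 1% DMSO | Material: Cerulean-labeled Runt domain protein | Amount: Each fluorescent fusion protein 100 nM | Schedule: Two 1 h room-temperature incubations shielded from light | Measured by: FRET fluorescence | Evaluation: Loss of energy transfer signal | Controls: Unlabeled CBFb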
Hck Nef HTS = inhibitors of Nef-activated human Hck kinase, primary screen, biochemical, Z-Lyte FRET, 384-well, Hck-YEEI; Tyrosine-protein kinase HCK (Homo sapiens), P08631; Recombinant Hck-YEEI plus Nef, Z-Lyte FRET kinase assay; inhibition, % at 20 µM; 220,000 compounds, 0.68% hits; AID 463187, 2010;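 active = Hck-Nef kinase inhibition above about 50%, limit read from the data; inactive = inhibition below that limit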;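 also: 0% = DMSO with Hck plus Nef and 100% = Hck alone without Nef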
The depositor's hits bear a star; / = no result given; & = joins results of further samples.

SMILES	TNF death inh	RBBP9 inhibitor	Runt-SMMHC FRET	L929 necroptosis	EP2 antag	EP2 modulator	PERK inh	Runt-CBFb FRET	Hck Nef HTS
COc1ccc(-c2nnc(SCC(=O)Nc3nc4ccccc4s3)n2C)cc1	0.9	-10	5	-1.5	/	-45	-0.8	4	0
COc1cc(C2C(C#N)=C(N)Oc3cc4c(cc32)OCO4)cc(OC)c1OC (stereo not drawn)	-13	-1	5	-1.1	0	33	-0.2	8	15
O=C(Nc1ccc(Br)cc1)c1csc(-c2ccncc2)n1	-0.7	-8	-6	2.9	174*	-20	-0.7	1	1
O=C(Nc1cccnc1)Nc1ccc2c(c1)OCO2	-3.9	-2	-3	-1.8	3	8	-0.3	2	0
CCN(CC)Cc1cc(NC2=NS(=O)(=O)c3ccccc32)ccc1OC(=O)C(C)C	1.7	-1	0	0.6	2	14	0.6	3	2
Cc1noc(C)c1COC(=O)c1ccc2ccccc2n1	0.3	-7	-7	-0.1	12	-1	-0.6	-1	1
CCOC(=O)Cn1c(CN2CCN(C(c3ccccc3)c3ccccc3)CC2)nc2c1c(=O)n(C)c(=O)n2C	-3.5	3	-4	-0.8	7	28	-0.6	-8	-2
CC1CCCN(C(=S)Nc2ccc(F)cc2)C1 (stereo not drawn)	0.6	-2	-1	0.5	9	19	0.9	1	4
COc1ccc(OC)c(Nc2nc3nonc3nc2N2CCCC(C)C2)c1 (stereo not drawn)	1.2	-6	-138	0.5	9	7	0.9	-22	2
CCOc1ccc(S(=O)(=O)NCc2cccs2)cc1	-0.3	-15	-2	-0.5	4	-2	0.2	1	0
CC(=O)Oc1ccc(OC(C)=O)c2c1CC(C)=C(C)C2	-18	-9	0	1.0	5	0	0.4	-1	18
CC(C)(C)c1ccc(OCCOc2ccc(C(C)(C)C)cc2NC=O)c(NC=O)c1	4.0	-3	-5	35	17	-11	0.7	-5	6
CCOc1ccc(OCc2nnc(SCC(=O)NC3CCS(=O)(=O)C3)n2-c2ccc(Cl)cc2)cc1 (stereo not drawn)	-0.7	3	-4	0.1	18	-27	-0.2	-4	0
O=C(NCCN1C(=O)S/C(=C\c2ccccc2)C1=O)C1CCN(S(=O)(=O)c2cccs2)CC1	1.3	-5	-3	0.0	17	-48	0.9	0	1
O=S(=O)(c1ccc(Cl)cc1)N1CCC2(CC1)CO2	0.4	-5	3	1.8	6	20	0.8	1	22
Cc1ccc(C)c(NC(=S)NNC(=O)c2csc(C(C)C)c2)c1	-1.0	-10	2	-0.8	5	-17	-0.7	2	-16
O=C(NCc1ccccc1)N(Cc1cc2cc3c(cc2[nH]c1=O)OCCO3)CC1CCCO1 (stereo not drawn)	-2.5	4	0	0.0	8&4	6&-23	-1.3	0	3
COc1ccc(C(=O)OCC(=O)Nc2cc(C)on2)cc1S(=O)(=O)N1CCOCC1	-0.6	-4	3	-0.3	11	-2	0.9	-1	-1
CC(=O)CC(=O)NC(=NC1CCCCC1)Nc1nc(C)cc(C)n1	-0.7	-7	-4	-0.6	2	39	0.1	-2	-6
CCC(=O)N1CCNC(=O)C1CC(=O)Nc1ccc(C)c(Cl)c1 (stereo not drawn)	0.2	-1	1	0.6	15	1	0.5	2	4
OCCNCC12CC3CC(CC(C3)C1)C2	0.3	-4	2	0.8	3	-19	0.8	-2	21
CCCCCn1c(SCCCC)nc2c1c(=O)[nH]c(=O)n2C	-6.1	1	0	0.1	1	38	-0.5	9	-2
COc1cnc(SCCC(F)=C(F)F)[nH]c1=O	-1.0	-3	4	1.5	6	3	-0.1	1	21
Cc1nc2n(n1)CC(O)CS2 (stereo not drawn)	-3.9	-8	0	0.0	9	16	1.6	-1	2
CCOc1cc2c(C#N)c(N3CCCCC3)nc(N)c2c(N)n1	-0.8	-9	-18	5.2	5	-23	-0.6	-5	2

Additional records
SMILES	TNF death inh	RBBP9 inhibitor	Runt-SMMHC FRET	L929 necroptosis	EP2 antag	EP2 modulator	PERK inh	Runt-CBFb FRET	Hck Nef HTS
COC(=O)c1c(C)c2c(C)cc3ccccn3c-2c1C(=O)OC	-0.1	4	-34	-0.3	15	-32	0.2	-9	-3
Cn1cccc1C(=O)OCC(=O)Nc1cc(C(C)(C)C)nn1-c1ccccc1	4.8	-2	2	59	3	14	-0.9	-2	1
O=C(NC12CC3CC(CC(C3)C1)C2)N1CCN(S(=O)(=O)c2ccc(Cl)cc2)CC1	-2.3	6	0	-0.3	5	-22	0.9	2	2
COc1ccc(OC)c(C(=O)COC(=O)c2cc(C)oc2C)c1	-0.8	-6	-7	0.0	14	7	0.3	-3	1
CCOc1ccc(OC(=O)NC(c2ccccc2)C(Cl)(Cl)Cl)cc1 (stereo not drawn)	-4.1	-3	-8	0.4	5	5	0.8	/	0
Cn1nnnc1SCc1nc2scc(-c3ccc(Cl)cc3)c2c(=O)[nH]1	-2.1	-11	-37	-0.1	4	-20	0.3	-12	42
COc1ccc(-c2c(NC(=O)c3ccco3)n(C)c3ccccc3c2=O)cc1	1.2	-3	0	0.6	12	-30	0.3	3	-3
COCc1cc(C)nc(OCC(=O)N/N=C/c2ccc(-c3cc([N+](=O)[O-])ccc3C)o2)c1C#N	-6.8	-1	3	-0.1	4	-15	2.1	9	3
COC(=O)c1ccccc1NC(=O)Oc1ccc(C(C)C)cc1	-2.3	1	0	0.4	7	13	0.9	-1	2
Fc1ccc(/C=N/NC(=S)Nc2cccnc2)cc1	0.8	-11	-2	0.1	3	-26	0.2	4	28
NC(=O)CSc1nnc2n(-c3ccccc3)c(=O)c3c4c(sc3n12)CCCCC4	-2.4	4	-1	0.3	17	12	0.6	-2	1
CC(C)CC(=O)NC1(C(F)(F)F)C(=O)Nc2c1c(=O)[nH]c(=O)n2Cc1ccco1 (stereo not drawn)	-0.5	-3	2	1.5	/	38	1.4	1	0
CC(CNC(=O)c1cncc(O)c1)NC(=O)c1cncc(O)c1 (stereo not drawn)	-1.6	-6	-1	-0.5	10	34	0.3	1	-1
O=C(CSc1nnc(SCc2ccccc2)s1)NNC(=S)Nc1ccccc1	1.4	-2	10	0.3	8	0	0.8	10	-14
O=C(CCNc1n[nH]c(=O)[nH]c1=O)N/N=C\c1cccc(OCc2ccccc2)c1	8.7	0	1	3.1	8	-46	0.2	-4	17
O=C(CSc1nnc(-c2ccc(F)cc2)c2ccccc12)Nc1ccccc1	2.0	-9	0	-0.8	6	59	0.0	0	3
CCSc1cc(N2CCCC2)nc(-c2ccccc2Cl)n1	0.7	-5	1	0.2	2	32	0.6	-2	-1
O=C(O)c1ccccc1C(=O)c1ccc(Cl)cc1	-0.1	-10	3	-0.3	8	1	1.1	-1	3
O=C(CCNc1ccc(Cc2ccncc2)cc1)c1ccc([N+](=O)[O-])cc1	0.2	-2	1	0.7	2	-37	0.6	4	31
CCn1ncc(N(C)N)c(Cl)c1=O	-0.1	1	125	3.4	10	41	0.7	-2	-1
O=C(N/N=C/c1cc2cc3c(cc2nc1Cl)OCO3)c1ccncc1	-1.0	5	-2	-0.3	0	-17	0.4	-7	25
COc1cccc(C(=O)Nc2cc(=O)n(C)c(=O)n2C)c1OC	2.9	-7	-3	1.7	9	0	0.2	2	0
COc1cc(C2C(C#N)=C(N)Oc3n[nH]c(-c4cccnc4)c32)cc(Br)c1O (stereo not drawn)	1.4	2	38	0.7	7	-10	0.8	3	30
Cc1c(-c2ccc(F)cc2)nc(N)c(C#N)c1-c1ccco1	-0.6	-7	-81	-0.1	2	12	-1.0	-40	3
COc1ccc(C2=NNC(c3cc(Cl)cc4c3OCOC4)C2)c(O)c1 (stereo not drawn)	-1.0	-3	-21	7.3	10	25	-0.2	-5	3

More compounds:
SMILES	TNF death inh	RBBP9 inhibitor	Runt-SMMHC FRET	L929 necroptosis	EP2 antag	EP2 modulator	PERK inh	Runt-CBFb FRET	Hck Nef HTS
CCN1CCN(c2ncnc3c2cnn3-c2ccccc2)CC1	1.6	-7	2	0.6	12	-16	-0.4	2	-1
O=C(Cn1ncc2c(=O)oc3ccccc3c21)N1CCCN(Cc2ccccc2F)C1	1.8	-8	3	1.8	6	11	-0.1	2	-3
COc1cc2c(cc1OC)CN(C(=O)CC1CC3CCC1C3)CC2 (stereo not drawn)	1.4	-8	4	3.2	2	-5	0.2	-2	3
COc1cccc(CNC(=O)C(Cc2ccccc2)n2cccc2)c1 (stereo not drawn)	-0.9	-4	-1	0.5	1	-13	-0.3	1	-5
C/C(CC(=O)Nc1ccccn1)=N\NC(=O)C(=O)Nc1ccccc1C	-2.3	-1	3	0.8	1	-12	1.2	-2	3
COCc1c(C(=O)OCc2c(C)noc2C)oc2ccccc12	0.2	4	-1	-0.4	7	13	1.6	-1	6
COc1ccc(CNC(=O)c2ccc(S(=O)(=O)N3CCCC3)cc2)cc1OC	0.2	-4	-6	0.4	11	-5	-1.4	1	-4
CCN(CC)S(=O)(=O)c1ccc(OC(C)C)nc1	-1.2	-5	2	0.0	8	11	0.1	0	-1
CCOC(=S)SCC(=O)Nc1ncc(C)s1	-18	2	-4	13	10	-26	1.3	11	5
CC(C)N(Cc1cc2ccccc2[nH]c1=O)C(=O)c1ccco1	0.2	4	-2	3.7	15	21	0.5	7	16
O=C(Cn1cncn1)N/N=C/c1cc([N+](=O)[O-])ccc1O	-0.2	-6	-1	-0.1	6	0	1.0	-1	9
Cc1cc(NC(=O)CCC(=O)N(Cc2ccco2)C(C(=O)NCC2CCCO2)c2ccncc2)no1 (stereo not drawn)	0.7	-1	6	-0.5	0	-5	-0.2	0	7
COc1ccc2nc(C)cc(SCC(=O)OC(C)C)c2c1	1.6	-3	-3	0.9	7&11	-21&5	-0.1	-3	17

Some of the entries so far, bar-delimited.
canonical_smiles | TNF death inh | RBBP9 inhibitor | Runt-SMMHC FRET | L929 necroptosis | EP2 antag | EP2 modulator | PERK inh | Runt-CBFb FRET | Hck Nef HTS
COc1cc2c(cc1OC)CN(C(=O)CC1CC3CCC1C3)CC2 (stereo not drawn) | 1.4 | -8 | 4 | 3.2 | 2 | -5 | 0.2 | -2 | 3
CCOC(=S)SCC(=O)Nc1ncc(C)s1 | -18 | 2 | -4 | 13 | 10 | -26 | 1.3 | 11 | 5

These rows are one share of the data; count on the stated rates, not on these rows.
